TGFb SMAD3 inh: TGF-b pathway inhibition; HepG2 CAGA-GFP TGF-b/SMAD3 reporter, GFP fluorescence, 18 h; TGF-beta stimulated, 500 pg/mL final; Potency, µM (doses to about 46.1 µM), for inactives: at the highest dose activity, negative = inhibition, actives largely listed as inhibitors; actives 1.2% (n = 410,000); AID 588855; note: potency is the fitted concentration of half-maximal effect; % is set by controls: 0 for no effect and ±100 for the full control effect; nearly all actives have a fitted effect of over 65% in size
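Inhibition of TGF-beta-driven CAGA-GFP reporter expression in HEPG2 cells is measured by cellular GFP fluorescence after 18 h stimulation with 500 pg/mL recombinant TGF-beta in 1% FBS medium at 37 degrees C.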
ATXN viability: viability counter-screen for ATXN expression inhibitors. S2 cells (HEK-293 line with an ATXN2-luciferase reporter) viability, CellTiter-Fluor protease fluorescence, 24 h. Potency, µM (highest dose often 56.7 µM), actives largely listed as cytotoxic. actives 0.49% (n = 400,000); note: potency is the fitted concentration of half-maximal effect; nearly all actives have a fitted effect of over 40% in size
IL2 activator: activates IL-2 in a cell-based reporter assay. IL-2 activation reporter assay, cell-based qHTS; stimulated with anti-CD3/CD4/CD28 beads; in transgenic mouse T cells. activation, % (series mostly up to about 46 µM). actives 0.065% (n = 360,000). AID 652025; in the data active = activation above about 50%; inconclusive = mostly about 30% to 49%; note: 0% is about no effect
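Readout is EGFP and DsRed signal by fluorescent plate cytometry after 18 h at 37 degrees C. Transgenic mouse T cells (750/well) received compound for 60 min before bead stimulation (anti-CD3, anti-CD4, anti-CD28); memory T cells served as non-tolerant control.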
EPAC2 agonist: EPAC2 (human) agonism; actives 0.079% (n = 360,000); Potency, µM (highest dose often 154 µM), inactives show at the top dose activation, usual class: activators; Q8WZA2; EPAC2 activation, biochemical qHTS; response scale: 100% = 6.5 mM cAMP response; note: potency is the fitted concentration of half-maximal effect; nearly all actives have a fitted effect of over 50% in size
Target sequence (Q8WZA2 whole entry, looked up): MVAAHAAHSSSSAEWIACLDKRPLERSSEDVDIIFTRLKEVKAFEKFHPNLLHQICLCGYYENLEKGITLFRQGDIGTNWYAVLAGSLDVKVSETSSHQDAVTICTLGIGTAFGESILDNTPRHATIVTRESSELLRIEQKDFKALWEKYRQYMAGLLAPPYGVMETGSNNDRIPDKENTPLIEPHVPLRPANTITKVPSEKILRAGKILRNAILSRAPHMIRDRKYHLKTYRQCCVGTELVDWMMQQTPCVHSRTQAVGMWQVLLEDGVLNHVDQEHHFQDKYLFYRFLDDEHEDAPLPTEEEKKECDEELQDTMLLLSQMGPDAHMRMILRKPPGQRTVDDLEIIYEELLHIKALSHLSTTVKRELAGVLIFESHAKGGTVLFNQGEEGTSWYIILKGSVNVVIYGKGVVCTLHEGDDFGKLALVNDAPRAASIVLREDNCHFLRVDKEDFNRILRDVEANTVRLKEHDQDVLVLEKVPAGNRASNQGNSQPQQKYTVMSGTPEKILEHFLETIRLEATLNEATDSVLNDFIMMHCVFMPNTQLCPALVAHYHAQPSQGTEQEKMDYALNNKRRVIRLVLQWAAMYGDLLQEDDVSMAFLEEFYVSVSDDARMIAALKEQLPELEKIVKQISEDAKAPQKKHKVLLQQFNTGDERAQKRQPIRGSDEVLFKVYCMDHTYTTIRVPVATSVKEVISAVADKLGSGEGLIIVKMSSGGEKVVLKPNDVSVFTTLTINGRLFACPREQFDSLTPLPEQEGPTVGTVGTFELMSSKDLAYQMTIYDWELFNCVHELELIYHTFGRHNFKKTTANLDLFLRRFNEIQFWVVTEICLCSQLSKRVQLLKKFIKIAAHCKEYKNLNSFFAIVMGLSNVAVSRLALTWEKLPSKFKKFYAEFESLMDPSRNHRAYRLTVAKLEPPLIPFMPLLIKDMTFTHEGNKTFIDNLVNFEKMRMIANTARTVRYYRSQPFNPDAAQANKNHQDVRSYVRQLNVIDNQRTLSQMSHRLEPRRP
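Nucleotide exchange monitored as fluorescence drop when BODIPY-GDP leaves Rap1B. Reaction: 100 nM EPAC2, 250 nM RAP1B-BODIPY-GDP, 50 uM GDP, room temperature, kinetic read over 30 min. Activity expressed relative to 6.5 mM cAMP.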
Nrf2 activator: Nrf2 pathway activation; AREc32 ARE-luciferase reporter (MCF7-derived line), luminescence, 24 h; Potency, µM (highest dose often 46.1 µM), inactives show at the top dose activation, hits mostly activators; actives 0.31% (n = 410,000); AID 624171; note: potency is the fitted concentration of half-maximal effect; % of control where 0% means no effect; nearly all actives have a fitted effect of over 65% in size
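AREc32 cells carrying an ARE-driven firefly luciferase, 1000 cells/well in OPTI-MEM with 5% FBS, dosed after overnight attachment and incubated 24 hr at 37 deg C. Steady-Glo luminescence read after 30 min at RT.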
A549 tox: counter-screen for Nrf2 inhibitors: cytotoxicity in A549 cells | A549 ARE-Fluc cells, CellTiter-Fluor viability, 18-24 h | Potency, µM (series often up to 46 µM), for inactives: at the top dose activity change, negative = cytotoxicity, actives largely listed as inhibitors | actives 0.16% (n = 390,000) | AID 504648; note: potency is the fitted concentration of half-maximal effect; % is set by controls: 0 for no effect and ±100 for the full control effect
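Cytotoxicity counterscreen: CellTiter-Fluor fluorescence was measured in A549 ARE_Fluc cells after 18-24 h of compound exposure in a concentration series. The subsequent BugLite luminescent read reports ARE-luciferase activity.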
ATXN2 expr inh: inhibitors of ATXN2 expression | HEK-293 ATXN2-luciferase reporter, luminescence, 24 h | Potency, µM (doses to about 57 µM), for the others: top-dose activity change, negative = inhibition, usual class: inhibitors | actives 0.72% (n = 360,000) | AID 1745845; note: potency is the fitted concentration of half-maximal effect; % is set by controls: 0 for no effect and ±100 for the full control effect; nearly all actives have a fitted effect of over 55% in size
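ATXN2-luciferase reporter cells (luciferase flanked by upstream and downstream ATXN2 gene portions) were treated 24 h at 37 °C with compounds at up to 57 uM. SteadyGlo luminescence gave expression; GF-AFC fluorescence gave viability.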
HepG2 viability: counter-screen for TGF-b inhibitors: cytotoxicity in HepG2 cells; AID 588856; Potency, µM (series often up to 46.1 µM), inactives show at the highest dose activity change, negative = cytotoxicity, hits mostly cytotoxic; HepG2 CAGA-GFP viability, ATP luminescence, 18 h; actives 0.76% (n = 410,000); note: potency is the fitted concentration of half-maximal effect; some results filed as inactive show a strong effect at the top dose
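CellTiter-Glo luminescence gave cytotoxicity after 18 hours at 37 degrees C. The cells were HepG2 CAGA-GFP in 1% FBS DMEM, stimulated with 500 pg/mL TGF-beta after compound addition. %Activity was normalised to no-cell wells (complete cell-killing) and DMSO (no toxicity), and curves were fitted and classified.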
Nrf2 inh: blocks Nrf2 signaling; A549 ARE-Fluc reporter, luciferase luminescence, 18-24 h; Potency, µM (doses to about 46 µM), without a hit: at the top dose activity change, negative = inhibition, most hits filed as inhibitors; actives 2.1% (n = 360,000); note: potency is the fitted concentration of half-maximal effect; % is set by controls: 0 for no effect and ±100 for the full control effect; nearly all actives have a fitted effect of over 60% in size
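Two sequential reads on A549 ARE_Fluc cells exposed to compound for 18-24 h: a CellTiter-Fluor fluorescence read for viability, then a luciferase luminescence read for Nrf2/ARE activity.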
Starred values were filed as active, the others as inactive; i = inactive; ? = inconclusive; . = not tested or not shown; [ ] = remark or other dose. Unless noted, calls come from the whole dose curve; as a rule, active = well fitted curve in the direction sought with a large enough effect; inconclusive = small, poorly fitted or top-dose-only effect, or another doubt; inactive = no such curve, though single readings can be large; an effect the other way counts as inactive or inconclusive.

SMILES | TGFb SMAD3 inh | ATXN viability | IL2 activator | EPAC2 agonist | Nrf2 activator | A549 tox | ATXN2 expr inh | HepG2 viability | Nrf2 inh
COc1ccc(C(C)=O)cc1CSc1ccc2c(c1)OCCO2 | 1% | i | 0.2 | 21% | 5.6% | 16% | -12% | -18% | -9%
Cc1cccc(OCc2nnc(SCC(=O)N(c3ccccc3)C3CCS(=O)(=O)C3)o2)c1 (configuration not stated) | -17% | i | -0.2 | 10% | 1.7% | -13% | -22% | -5% | 21µM*
Cn1c(N)c(C(=O)c2cc(-c3ccccn3)nc3ccccc23)c(=O)[nH]c1=O | 13% | i | -1.4 | -8% | 0.1% | -6% | 2% | 0% | -7%
O=c1[nH]c(C2CCN(S(=O)(=O)Cc3ccccc3)CC2)nc2c1nnn2Cc1cccc(Cl)c1 | ? | i | -0.4 | 6% | 5.2% | 6% | -16% | -20% | ?
Cn1c(=O)c2c(c3ccccc31)OC(=O)CC2c1ccc(C(F)(F)F)cc1 (configuration not stated) | -2% | i | . | . | 0.5% | -8% | 3% | 5% | 9%
O=C(CCN1CCOCC1)c1ccccc1 | ? | ? | -2.7 | 2% | 22% | -2% | ? | -84% | -6%
COC(=O)C1CC1[C@H](NC(=O)c1cccnc1)c1ccccc1 (some centres not stated) | 13% | . | . | . | . | -2% | . | 11% | 21%
O=C(NCc1ccc2c(c1)OCO2)c1[nH]c(C(F)(F)F)nc1-c1ccccc1 | -9% | ? | -0.4 | 8% | 0.8% | . | 0% | -2% | .
Cc1cc(=O)[nH]c(SCc2cc(Cl)ccc2OC(F)F)n1 | 5% | i | -1.0 | -1% | 5.8% | -1% | 4% | -9% | 8%
CCC(C)NCCOCCOc1ccc(Br)cc1C (configuration not stated) | 3% | i | -0.4 | -5% | 0.5% | -2% | -23% | -47% | -5%
COc1ccc(/C=N/N2CCN(C3c4ccccc4-c4ccccc43)CC2)cc1O | ? | i | -0.2 | 12% | 0.1% | 14% | -1% | -16% | -7%
Cc1cc(F)ccc1S(=O)(=O)N1CCCOC1CNC(=O)C(=O)NCc1cccnc1 (configuration not stated) | 8% | i | -4.5 | 1% | 0.4% | -9% | -8% | 0% | -3%
Cc1ccc(S(=O)(=O)NC(=NC2CCCCC2)c2ccccc2)cc1 | 10% | i | -0.3 | 5% | 0.4% | 17% | 3% | -17% | -5%
Oc1ccc(Cl)cc1C1=NNC(c2ccc(Cl)cc2)C1 (configuration not stated) | ? | i | -2.7 | 11% | 13% | -1% | 14% | -25% | 4%
Cc1ccc(S(=O)(=O)N2[C@@H](c3ccc(Cl)c(Cl)c3)C(C(=O)O)=C[C@H]2CC2CCCC2)cc1 | -20% | i | -0.8 | -3% | 0.5% | -7% | -3% | -8% | ?
Cc1ccc(OC(C)C(=O)NCC2(N3CCOCC3)CCCCC2)cc1C (configuration not stated) | 0% | . | . | . | 4.1% | 0% | . | -21% | 8%
C=CCNC(=O)C12CC3(C)CC(C)(CC(C)(C3)C1)C2 | 0% | i | -0.6 | -12% | 0.1% | -4% | 3% | -3% | -11%
Cc1cc(C)n(-c2ccc(C(=O)Oc3ccc4c(c3)OCO4)cc2)n1 | 2% | i | -0.8 | 11% | 0.3% | 7% | 1% | 13% | 3%
O=C(NCCCN1CCCC1)c1ccc2c(c1)N(Cc1ccc(F)cc1)C(=O)c1ccccc1S2=O (configuration not stated) | -3% | i | -1.2 | 9% | 3.3% | 9% | -14% | -28% | 3%
CCOC(=O)c1cnc(N2CCN(C(=O)OCC)CC2)[nH]c1=O | -10% | i | -0.5 | 6% | -0.2% | -1% | 13% | -3% | -1%
O=C1NC(=O)/C(=C/c2ccc(-c3cc(C(=O)O)ccc3Cl)o2)S1 | 11% | i | -0.4 | 1% | -0.2% | -27% | . | -17% | -3%
CCOn1c(=O)c[n+]([O-])c2ccccc21 | 26% | i | -1.6 | 6% | 0.6% | -4% | -9%[11.3 µM] | 12% | -13%
N#CCC(=O)Nc1ccc(C(=O)OCC(=O)N(C2CCCCC2)C2CCCCC2)cc1 | 0% | i | -0.9 | -10% | 0.5% | -12% | -6% | -20% | -18%
O=c1[nH][nH]c(C(F)(F)F)c1C=NCc1ccc(Cl)cc1 | -5% | i | -1.4 | -4% | 0.1% | -2% | -9% | -18% | -3%
CCOC(=O)C(C(=O)NCCCN1CCOCC1)C1CCCCC1 (configuration not stated) | -24% | i | 0.3 | 1% | -0.7% | -2% | -12% | -10% | -8%
CCN(CC)C(=O)C1c2ccccc2Oc2ccccc21 | 0% | ? | -1.8 | 3% | 0.2% | -7% | 2% | -2% | -10%
Cc1nn(-c2ccccc2)c(Oc2ccc(F)cc2)c1/C=N/n1cnnc1 | -16% | i | 0.6 | -3% | 0.1% | 4% | -1% | 1% | 3%
O=C(NCCOc1ccc(Cl)cc1)C1CCCCC1 | 10% | i | -1.6 | 0% | -0.4% | 5% | 7% | -2% | -10%
COc1ccccc1CNC(=O)CCCC(=O)n1nc(C)c2ccccc21 | 1% | i | -3.5 | 2% | -0.4% | 2% | 7% | 0% | -23%
CN(/C(=N/S(=O)(=O)c1cccs1)c1ccccc1)c1ccccc1 | -7% | i | 0.4 | 4% | -0.4% | 2% | -3% | -4% | 6%

3 entries from above, with two lines to a compound:
The line under a structure holds: TGFb SMAD3 inh	ATXN viability	IL2 activator	EPAC2 agonist	Nrf2 activator	A549 tox	ATXN2 expr inh	HepG2 viability	Nrf2 inh
Cc1cc(F)ccc1S(=O)(=O)N1CCCOC1CNC(=O)C(=O)NCc1cccnc1 (configuration not stated)
→ 8%	i	-4.5	1%	0.4%	-9%	-8%	0%	-3%
Cc1cccc(OCc2nnc(SCC(=O)N(c3ccccc3)C3CCS(=O)(=O)C3)o2)c1 (configuration not stated)
→ -17%	i	-0.2	10%	1.7%	-13%	-22%	-5%	21µM*
O=C(NCCCN1CCCC1)c1ccc2c(c1)N(Cc1ccc(F)cc1)C(=O)c1ccccc1S2=O (configuration not stated)
→ -3%	i	-1.2	9%	3.3%	9%	-14%	-28%	3%

Exported with two lines to a compound: part of the list above
Order of values – TGFb SMAD3 inh | ATXN viability | IL2 activator | EPAC2 agonist | Nrf2 activator | A549 tox | ATXN2 expr inh | HepG2 viability | Nrf2 inh
O=C1NC(=O)/C(=C/c2ccc(-c3cc(C(=O)O)ccc3Cl)o2)S1
  11% | i | -0.4 | 1% | -0.2% | -27% | . | -17% | -3%
CCOn1c(=O)c[n+]([O-])c2ccccc21
  26% | i | -1.6 | 6% | 0.6% | -4% | -9%[11.3 µM] | 12% | -13%

The list goes on.
SMILES | TGFb SMAD3 inh | ATXN viability | IL2 activator | EPAC2 agonist | Nrf2 activator | A549 tox | ATXN2 expr inh | HepG2 viability | Nrf2 inh
O=C1OCC(Cn2c3ccccc3c3ccccc32)O1 (configuration not stated) | 14% | i | 0.3 | 7% | -0.1% | 2% | 6% | 1% | 13%
O=C(O)CNC(=O)C1(N2C(=O)c3ccccc3C2=O)CCCC1 | -3% | ? | 0.2 | -1% | -0.7% | -1% | -3% | 4% | 3%
CCOC(=O)Cc1ccc(NC(=O)NCc2ccc3c(c2)CCN3C(=O)CC)cc1 | 2% | i | . | . | 0.6% | 3% | -7% | -5% | .
CCOC(=O)N1CCN(Cc2cc(=O)oc3ccc(Cl)cc23)CC1 | 0% | i | -1.1 | -3% | 0.2% | ? | -2% | 1% | 2%
Cc1ccc(NC(=O)N2CCCCCC2)c(C)c1 | 8% | ? | -1.0 | 5% | -0.5% | 0% | 6% | 6% | 16%
C=C1C(=O)OC2C1CCC(C)C1C=CC(=O)C12C (configuration not stated) | ? | ? | -0.5 | 4% | ? | -8% | ? | -1% | ?
Cc1onc(-c2ccccc2Cl)c1C(=O)N1CCN(c2nc3ccccc3s2)CC1 | -9% | i | -0.1 | 13% | 0.1% | -3% | -14% | -58% | ?
Cc1cc(C)cc(-n2c(C)cc(C=C(C#N)C#N)c2C)c1 | -7% | i | -2.0 | 7% | -0.6% | 1% | -8% | 0% | -9%
COc1ccc(CC(=O)Nc2c3c(nn2-c2cccc(C)c2C)CS(=O)C3)cc1 (configuration not stated) | 17% | i | 1.3 | -1% | 0.3% | -3% | 19% | -2% | 21%
O=C(N/N=C/c1ccc(OC(=O)c2cccs2)cc1)c1ccccn1 | 9% | i | 1.4 | 8% | 2.6% | -5% | -5% | -7% | ?
COC(=O)CCCNC(=O)c1ccc(OC2CCN(CCc3ccccc3)CC2)cc1 | -19% | i | -1.7 | 2% | 0.7% | -1% | . | -1% | 3%
COc1cc(/C=N/NC(=O)CSc2ccccn2)ccc1OC(C)C | -1% | i | -1.8 | 3% | 6.5% | 9% | 59%[activator] | 6% | ?
CCCCN(CCCNC(=O)CN1N=C(c2ccccc2)CCC1=O)c1ccccc1 | ? | . | . | . | 8.7% | 0% | . | -22% | .
O=C(Nc1ccc(Cl)cn1)C1C(c2ccccc2)C1(Cl)Cl (configuration not stated) | -19% | ? | 0.2 | 16% | -0.3% | -5% | -34% | -10% | ?
COc1cc2c(cc1OC)C(C(=O)Nc1ccc3c(c1)OCCO3)C(c1cccnc1)N(C)C2=O (configuration not stated) | -19% | i | 0.4 | 7% | 5.5% | 1% | -19% | -49% | -29%
